# VIM-2 inh = VIM-2 metallo-beta-lactamase inhibitors, primary screen, biochemical, epi-absorbance readout, Pseudomonas aeruginosa enzyme; hit rate 0.89% among 290,000; inhibition, % at 5.6 µM; purified VIM-2, nitrocefin hydrolysis, epi-absorbance fluorescence;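 active = inhibition above the mean of all tested compounds plus 3 SD, cutoff set per screening run, cut at about 7.5% in these data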;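 note: red hydrolysis product quenches plate fluorescence so inhibitors raise well fluorescence; 0% = enzyme with DMSO and 100% = DMSO without enzyme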
# PHOSPHO1 block = PubChem AID 1565; Phosphoethanolamine/phosphocholine phosphatase (Homo sapiens), Q8TCT1; recombinant PHOSPHO1, absorbance phosphatase assay; inhibition, % at 13.3 µM; hit rate 1.1% among 290,000; in the data active = inhibition above about 60%
# Target sequence (Q8TCT1 whole entry, looked up): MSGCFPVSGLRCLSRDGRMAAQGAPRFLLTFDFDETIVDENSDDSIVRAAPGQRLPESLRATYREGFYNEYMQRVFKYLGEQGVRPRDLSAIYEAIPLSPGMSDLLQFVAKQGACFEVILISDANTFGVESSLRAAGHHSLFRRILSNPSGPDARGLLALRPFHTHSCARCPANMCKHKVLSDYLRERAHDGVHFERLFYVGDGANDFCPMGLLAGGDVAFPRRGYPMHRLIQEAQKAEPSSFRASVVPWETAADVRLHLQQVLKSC
# IMP-1 inhibitor = IMP-1 metallo-beta-lactamase inhibitors, primary screen, biochemical, epi-absorbance readout, Pseudomonas aeruginosa enzyme. hit rate 0.45% among 290,000. metallo-beta-lactamase IMP-1 (Pseudomonas aeruginosa). inhibition, % at 5.6 µM. purified IMP-1, nitrocefin hydrolysis, epi-absorbance fluorescence. AID 1556, 2009;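 active = inhibition above the mean plus 3 SD of all compounds in the same screening run, cut at about 4.5% in these data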;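 note: 0% = IMP-1 with DMSO and 100% = DMSO wells lacking enzyme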
#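 System – purified recombinant IMP-1 beta-lactamase · Input – IMP-1 dispensed at 0.2 nM · Timing – 15 min preincubation plus 25 min reaction at 25 °C · Signal – Epi-absorbance fluorescence, 480 nm excitation, 530 nm emission · Measure – percent IMP-1 inhibition derived from blank-referenced optical density · Controls – Enzyme-plus-DMSO low control, enzyme-free DMSO high control · Replication – singlicate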
# V1R ag counter = agonists of human V1a receptor, primary screen, counter-screen for OXTR agonist project, fluorescence, CHO-V1R cells. Vasopressin V1a receptor (Homo sapiens), P37288. Fluo-8 calcium fluorescence, agonist mode; 0% DMSO, 100% 3 nM vasopressin. activation, % at 3 µM. hit rate 0.25% among 320,000. AID 2797, 2010;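 active = activation above the mean activation of all tested compounds plus 3 SD, per screening run, cut at about 20% in these data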;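 note: signal is peak over basal fluorescence ratio across a 100 second FLIPR read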
# Target sequence (P37288 whole entry, looked up): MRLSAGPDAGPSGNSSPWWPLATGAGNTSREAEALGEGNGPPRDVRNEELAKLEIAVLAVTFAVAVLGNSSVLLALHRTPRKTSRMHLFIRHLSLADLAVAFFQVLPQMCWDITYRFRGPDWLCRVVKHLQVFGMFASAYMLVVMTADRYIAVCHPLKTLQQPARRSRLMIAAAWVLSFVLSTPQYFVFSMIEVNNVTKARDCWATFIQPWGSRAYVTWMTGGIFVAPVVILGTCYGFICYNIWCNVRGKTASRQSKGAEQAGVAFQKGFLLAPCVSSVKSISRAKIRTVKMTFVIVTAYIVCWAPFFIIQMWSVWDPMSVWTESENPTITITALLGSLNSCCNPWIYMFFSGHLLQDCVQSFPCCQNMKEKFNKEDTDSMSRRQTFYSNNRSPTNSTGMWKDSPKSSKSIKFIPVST
# OXTR agonist = human OXTR agonists, primary screen, fluorescence, CHO-OTR cells, Fluo-8 calcium; Fluo-8 calcium fluorescence; normalized: DMSO 0%, oxytocin 100%; activation, % at 3 µM; hit rate 0.32% among 320,000;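 active = activation above the mean of all tested compounds plus 3 SD, cutoff set per screening run, cut at about 20% in these data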;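 note: peak over basal fluorescence ratio from a 100 s FLIPR kinetic read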
# FID counter = compounds displacing fluorescent DNA intercalator, primary screen, artefact control for HCV NS3 helicase inhibitor project, biochemical, FID fluorescence. DNA fluorescent intercalator displacement. inhibition, % at 7.9 µM. hit rate 0.17% among 290,000. AID 1845, 2009; in the data active = inhibition above about 37%;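 note: 0% = vehicle and 100% = reference compound; higher means more ethidium bromide displaced from hairpin DNA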
# HCV NS3 hel inh = inhibitors of HCV NS3 helicase, primary screen, biochemical, Cy5 molecular beacon fluorescence | Hepatitis C virus NS3 helicase | NS3 helicase DNA unwinding | hit rate 0.56% among 290,000 | inhibition, % at 10.9 µM | AID 1800, 2009;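 active = inhibition above the mean of all tested compounds plus 3 SD, set per campaign, cut at about 35% in these data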;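 note: 0% = DMSO wells and 100% = thioflavine S control wells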
#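 Assay system: hepatitis C virus NS3 helicase domain fragment enzyme. Also added: annealed dual-labelled DNA beacon duplex, ATP-started. Timing: 1 h reaction at 25 °C, ATP-initiated. Technique: Cy5 fluorescence at 0 and 60 min, beacon hairpin quenching. Evaluation: % inhibition of unwinding. Replication: one well per compound.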
# GalR3 antagonist = GalR3 antagonists in HEK293 cells, primary screen, cell-based, fluorescence readout; HEK293 GalR3-CNG cAMP membrane potential fluorescence; galR3 body fused to GalR1 C-terminus; AID 651719, 2012; Galanin receptor type 3 (Homo sapiens), O60755; hit rate 0.44% among 360,000; inhibition, % at 3 µM;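 active = inhibition above the screen-wide average plus 3 SD, cut at about 13% in these data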;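 note: forskolin and galanin both at EC90 stimulate the cells; cAMP rise reported by CNG channel membrane potential dye signal; 0% = forskolin plus galanin with DMSO and 100% = forskolin alone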
# GPR7 antagonist = GPR7 receptor antagonists, primary screen, cell-based, fluorescence, single concentration. Neuropeptides B/W receptor type 1 (Homo sapiens), P48145. GPR7-expressing cells, fluorescence antagonist assay. inhibition, % at 4.4 µM. hit rate 1.1% among 290,000. AID 1861, 2009; in the data active = inhibition above about 16%, passing the limit was not always enough;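 note: cells stimulated with the agonist NPW; 0% = agonist with vehicle and 100% = vehicle without agonist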
# Target sequence (P48145 whole entry, looked up): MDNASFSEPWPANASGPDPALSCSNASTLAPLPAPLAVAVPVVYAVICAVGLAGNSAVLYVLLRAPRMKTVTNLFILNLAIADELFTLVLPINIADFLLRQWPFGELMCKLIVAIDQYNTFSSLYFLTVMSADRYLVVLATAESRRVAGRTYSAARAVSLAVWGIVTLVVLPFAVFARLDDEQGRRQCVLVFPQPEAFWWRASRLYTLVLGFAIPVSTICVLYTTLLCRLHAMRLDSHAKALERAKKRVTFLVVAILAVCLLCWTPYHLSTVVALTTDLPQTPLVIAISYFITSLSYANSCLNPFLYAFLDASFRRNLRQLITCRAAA
# * marks the source's active call; other numbers are inactive results; / = not tested or not shown; & = joins results of further samples.
# Each structure is followed by: VIM-2 inh	PHOSPHO1 block	IMP-1 inhibitor	V1R ag counter	OXTR agonist	FID counter	HCV NS3 hel inh	GalR3 antagonist	GPR7 antagonist
Cc1c(NC(=S)N/N=C/c2ccc(N(C)C)cc2)c(=O)n(-c2ccccc2)n1C
 : 1.3	5	-0.9	1.0	-0.5	-22	11	-3	-1
CC(C)(C)c1cc(C(=O)O)n[nH]1
 : -2.7	24	-4.3	0.0	0.6	1	0	1	-2
COC(=O)c1c[nH]n2c(=O)c(C(C)C)c(C)nc12
 : -0.2	-19	-3.7	-0.2	-1.2	-4	14	-4	-2
Cc1ccc(-c2cc(-c3ccc(C)cc3O)[nH]n2)cc1
 : -5.6	/	-3.8	1.4	2.8	-6	-21	-8	-15
CCCc1cc(=O)[nH]c(SCc2cc(=O)oc3cc(C)c(C(C)C)cc23)n1
 : -2.2	-7	0.6	-1.1	-2.1	-16	8	-2	-2
Cc1ccc2[nH]c(=O)c(CN(CCCN(C)C)C(=O)Nc3ccc(F)cc3)cc2c1
 : -0.6	-13	-3.9	1.0	1.2	17	-1	-6	-6
N#C/C(C(N)=O)=c1/ccc2c(c1)N1C3=C(CCCC3)CC3CCCCC31N=2 (stereo unspecified)
 : -4.0	6	-3.9	-0.6	1.1	-17	28	2	6
Cc1cccc(/C=C/c2onc(C)c2S(=O)(=O)N2CCC(C(=O)N3CCCCCC3)CC2)c1
 : -3.5	58	-4.0	1.6	0.0	-37	4	-3	-3
O=C(Nc1nnc(SCc2cccc(F)c2)s1)c1ccco1
 : -3.0	34	-2.6	0.3	2.3	-3	2	5	-15
Cc1cc(/C=C(\C#N)C(=O)OCC#N)c(C)n1CC(C)C
 : 0.3	51	-2.0	1.0	0.8	-9	3	-5	-6
COc1ccccc1CNC(=O)CN(c1ccc(C)cc1)S(=O)(=O)c1c(C)noc1C
 : -0.7	12	-0.8	4.2	1.7	-55	-3	-6	-12
O=C(c1ccc(F)c(F)c1)N1CCC2(CC1)NCCc1[nH]cnc12
 : -5.4	7	-2.7	0.6	0.4	3	-3	-6	1
CCN(CC)CCN(Cc1cc2cc(C)ccc2[nH]c1=O)C(=O)Nc1ccccc1OC
 : -1.2	6	-7.0	-0.6	0.6	6	-10	-1	-23
COC(=O)C1CCN(C(=O)COC(=O)c2n[nH]c3ccccc23)CC1
 : -2.3	/	-1.6	0.6	1.2	-20	21	-4	1
COc1cccc(N2CCN(C(=O)C3CCN(S(=O)(=O)c4cccs4)CC3)CC2)c1
 : -3.5	-26	-2.4	0.2	-1.8	-42	-1	-2	-4
O=C(Nc1ccccc1-c1ccccc1)c1ccccc1
 : 0.4	19	1.5	0.0	-1.9	-4	2	-12	-12
CC/C(=N/N=C(\CC)c1ccccc1)c1ccccc1
 : -2.2	16	-1.8	-0.4	-1.7	-4	-2	-5	-5
CC1=C(C(=O)Nc2cccc(C(=O)NC(C)c3ccccc3)c2)SCCO1 (stereo unspecified)
 : -1.3	-6	-3.3	0.2	-1.3	-37	-8	2	-3
CN(C)c1nc(N)nc(CSc2nc3c(c(=O)n(C)c(=O)n3C)n2Cc2ccccc2F)n1
 : -3.5	-5	-3.1	0.0	1.5	-5	-2	2	-6
C=CCN(c1ccc(C(=O)NCCN2CCOCC2)cc1)S(C)(=O)=O
 : -4.3	/	-4.0	1.2	0.6	-1	2	-6	-12
CCOCCCNC(=O)C(NC(=O)c1ccc2c(c1)OCO2)c1ccc(Cl)cc1 (stereo unspecified)
 : -5.1	21	-3.1	1.6	1.1	-24	-11	-9	-2
Cn1c(=O)[nH]c(=O)c2c1nc(CN1CCN(c3cccc(Cl)c3)CC1)n2Cc1ccccc1Cl
 : 0.2	14	-0.8	-0.7	-0.4	2	-8	-1	0
O=C(COc1cccc2cccnc12)NNC(=O)Nc1ccccc1
 : -1.0	61*	-0.5	1.1	0.7	-3	4	1	2
Cc1ccc(C(=O)NCC(=O)OCC(=O)Nc2cc(C)c(C)cc2[N+](=O)[O-])cc1
 : -0.5	-15	-1.4	-0.2	-1.3	-6	-1	-4	-7
COc1ccc(-c2nc(SCC(=O)N3CCCC3)n[nH]2)cc1
 : -2.7	32	-4.0	-1.0	0.1	-8	-1	-6	-5
CN(C)CCCNCCCNC(=O)c1ccco1
 : -3.8	1	-6.4	0.4	2.0	8	1	-1&-1	2
S=C(NNC(=S)NC1CC2C=CC1C2)NC1CC2C=CC1C2 (stereo unspecified)
 : -4.6	-32	-2.8	2.7	3.0	-24	8	1	-9
COc1ccccc1N1CCN(C(=O)c2cc3c(C)nc4ccccc4c3o2)CC1
 : 7.0	17	-2.6	3.9	2.3	-38	-4	-2	-17
Cc1cc(=O)oc2cc(OCC(O)CN3CCc4ccccc4C3)ccc12 (stereo unspecified)
 : 0.6	16	-3.0	0.3	0.8	0	0	-6	-8
CCOC(=O)c1cc(S(=O)(=O)Nc2cccc(OC)c2)cn1C
 : -3.0	29	-2.4	3.5	6.3	-17	3	-6	0
Cc1cc(C)n2nc(S(=O)(=O)N(C)c3ccccc3)nc2n1
 : -7.3	14	-2.6	0.8	0.3	-9	12	-3	0
CCOC(=O)c1cnc2ccc(F)cc2c1Nc1ccc2c(c1)OCCO2
 : 0.8	-9	1.2	-1.0	-3.6	-5	10	-6	-2
COc1ccc(CNC(=O)c2cc(-c3ccccc3O)n[nH]2)cc1
 : -4.9	15	-2.5	1.9	1.4	-7	-12	-4	1
O=C(c1ccc(-n2cnnn2)cc1)N1CCN(C(c2ccccc2)c2ccccc2)CC1
 : -3.4	14	-2.9	-0.3	-2.5	-11	-3	-1	1
O=C(C1=C[C@H](C2CCCCC2)C[C@H](OCCCCO)O1)N1CCOCC1
 : -2.7	35	-1.6	-0.3	-0.7	-26	8	-1	-10
CC(=O)Nc1nc(SCC(=O)NCC2CCCO2)[nH]c(=O)c1NC(=O)c1cccs1 (stereo unspecified)
 : -1.2	-10	-2.3	0.0	-0.3	0	-6	-2	3
CCOC(=O)C1CCN(Cc2ccc(F)c(Br)c2)CC1
 : -1.1	-5	0.1	-0.8	-2.1	4	3	-3	9
COc1ccc(C(=O)N(Cc2cccs2)C2CCS(=O)(=O)C2)cc1 (stereo unspecified)
 : -4.4	40	-1.2	1.4	0.1	-18	5	-9	-2
Cc1cccc(C(=O)NNC(=O)c2ccc(Br)cc2)c1
 : -4.0	12	-0.1	-0.7	-0.6	7	0	2	4
O=C(Cn1cncn1)NCCCc1ccccc1
 : -1.0	37	1.0	0.8	-0.5	-3	9	3	-7
COc1ccccc1N(CC(=O)NC1CCCCC1)C(=O)CCC(=O)Nc1ccccn1
 : -3.2	6	0.5	0.3	-0.1	-41	-9	-2	-8
CCCCCCCn1c2c(c(=N)c3c1CCC3)CCCC2
 : -3.9	19	-6.0	/	/	12	-33	31*	62*
CCc1nn(CCCC(=O)NCc2ccccc2C)c(=O)c2cc3occc3n12
 : -0.7	28	-6.4	3.4	0.9	-45	9	-1	-17
COc1cc(C(=S)N2CCCC2)ccc1OCC(N)=O
 : -0.1	9	-2.8	-0.2	-0.5	-3	-2	-8	-5
COc1cc(/C=N/NC(=O)COc2cccc(F)c2)ccc1OS(=O)(=O)c1ccc(C)cc1
 : -3.7	3	-2.6	2.3	1.7	-21	-3	-8	-5
Cc1cc(N2CCCC2)nc(-c2ccccc2O)n1
 : 0.6	-4	-2.7	-1.3	-2.4	-4	-4	-2	3
CC(=O)c1ccc(N/C=C\C(=O)c2ccc(C)cc2)cc1
 : -2.2	51	-1.2	-0.3	0.3	8	6	6	3
C/C(Cn1nc([N+](=O)[O-])cc1C)=N\NC(=O)c1ccc(O)cc1O
 : -1.6	-68	-0.3	0.1	-0.6	2	18	1	3
O=C(COC(=O)c1cccc(Cl)c1Cl)NCCN1C(=O)CSC1=O
 : 2.1	16	-2.2	-0.6	-2.0	-6	0	-5	-8
O=C(Cc1ccccc1)N1CCC(c2ccccc2)C1 (stereo unspecified)
 : -2.6	25	-1.4	-0.2	-0.5	-11	3	-3	-3
COc1cccc(CN2CCN(S(=O)(=O)c3ccc(Cl)s3)CC2)c1
 : -0.1	32	-0.5	1.3	0.2	-20	8	-1	10
Cc1sc(NC(=O)Cc2ccc3c(c2)OCO3)nc1-c1ccc2c(c1)CCN2C(=O)c1ccccc1F
 : -2.5	-19	-3.0	2.5	0.1	-5	8	4	-6
O=C(c1ccc(Cl)s1)N1CCN(c2nc3ccccc3s2)CC1
 : -4.0	13	-3.0	5.1	6.5	-6	11	-2	-1
Cc1noc(N)c1C(=O)Nc1ccc(F)cc1
 : -3.0	-34	-3.2	0.0	0.8	0	14	0	-13
CCCn1nc(C(=O)Nc2cc(C(=O)OC)ccc2C)c2ccccc2c1=O
 : -3.5	-15	-3.0	-0.6	-1.6	-7	-4	-4	-18
COc1cc(CNc2ccc(N3CCCC3)cc2)cc(Cl)c1OC
 : 0.9	50	-0.6	-1.0	-0.2	-5	32	-8	7
O=C(O)c1c(Cl)c(Cl)c(Cl)c(Cl)c1C(=O)N1CCCCCC1
 : -1.3	8	1.4	0.2	-0.2	-4	-1	1	0
Cc1nc2c(C)c(C)c(C)c(C)c2nc1C
 : -0.1	-1	0.3	0.5	-0.6	-1	-3	-1	-2
Cc1nc2ccccc2c2oc(C(=O)NC3CC3)cc12
 : 8.4*	3	-0.2	-0.1	0.1	-7	10	/	-2
Cc1ccccc1N(C(=O)c1ccccn1)C(C(=O)NCc1ccccc1)c1ccncc1 (stereo unspecified)
 : 0.9	-3	2.2	-0.6	-0.5	-36	27	-6	17

# Next section
# Each structure is followed by: VIM-2 inh	PHOSPHO1 block	IMP-1 inhibitor	V1R ag counter	OXTR agonist	FID counter	HCV NS3 hel inh	GalR3 antagonist	GPR7 antagonist
Cc1ccc(C(=O)NC(NCC2CCCO2)C(Cl)(Cl)Cl)cc1 (stereo unspecified)
 : -0.8	-11	2.0	3.8	0.8	-3	-6	-1	-10
CCOC(=O)c1oc2ccccc2c1NC(=O)CN1CCN(C)CC1
 : 3.2	-2	-1.8	-0.3	0.5	7	-21	0	3
Cc1ccc(NC(=O)c2ccc3nc[nH]c3c2)cc1C
 : -4.1	2	-4.1	0.7	1.3	-4	2	-3	-2
O=C(NCC(=O)N1CCN(c2ccccc2O)CC1)c1ccco1
 : -0.8	43	-3.2	1.9	0.4	-11	-2	-2	3
O=C1Cc2ccccc2N1c1ccccc1
 : -0.9	-38	-1.8	0.0	-0.7	-2	3	-4	3
